PGC1a acetyl inh = PGC1a acetylation modulation, inhibitor mode; U2OS PGC1a acetylation, AlphaScreen anti-acetyl-lysine; with virally co-expressed GCN5 acetyltransferase; inhibition, % at 15.6 µM; actives 0.17% (n = 350,000); AID 651687;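 active = every replicate shows inhibition of at least 40%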;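 also: 0% = neutral control wells and 100% = positive control wells; some results beyond the cut were filed as inactive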
S100A4 MyoIIA = S100A4-myosin IIA interaction inhibition. P26447. S100A4/TAMRA-MyoIIA peptide fluorescence polarization. inhibition, % at 10.7 µM. actives 0.14% (n = 360,000);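 active = mean inhibition of at least 70% across replicates, with every replicate also reaching that level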
Target sequence (P26447 whole entry, looked up): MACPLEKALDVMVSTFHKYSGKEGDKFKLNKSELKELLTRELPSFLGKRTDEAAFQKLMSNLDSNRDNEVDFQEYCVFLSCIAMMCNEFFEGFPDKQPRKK
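Material: human S100A4 monomer with TAMRA-labelled myosin IIA peptide; buffer or medium: HEPES pH 7.2 with CaCl2, KCl, NaCl, DTT, Triton; compound dosing: one concentration per compound; schedule: 5 min incubation before reading; benchmarks: neutral control DMSO, positive control TFP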
Cneo AK release = Cryptococcus neoformans lysis via adenylate kinase release; C. neoformans lysis, adenylate kinase release luminescence, 4 h; normalised: neutral wells 0, clomiphene wells 100; lysis activity, % at 15 µM; AID 651654; actives 0.2% (n = 360,000);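 active = mean lysis activity across replicates of at least 80%, whatever share of replicates individually reach that level; inactive = mean lysis activity below 80%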
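Assay system: C. neoformans cells. Amount: yeast cell density of 5 × 10^6 cells/mL. Technique: AK luminescence. Buffer or medium: YPD. Times: static 4 h at 37 °C with compound, 1 h detection. Dosing: single-point compound dose. Read-out: lysis from increased AK signal.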
SIRT5 block = sirtuin-5 (human) deacylase inhibition | actives 1.1% (n = 330,000) | inhibition, % at 15 µM | Q9NXA8 | Purified SirT5, succinyl-peptide AMC, trypsin-coupled fluorescence; in the data active = inhibition above about 15%
Statin myotox sup = suppression of simvastatin myotoxicity | rescue of ATP level, % at 7.49 µM | actives 0.78% (n = 330,000) | C2C12 myotubes + simvastatin, ATP luminescence, 48 h; scaled: DMSO 0, geranylgeraniol control 100;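 active = mean ATP rescue above about 67%, or every replicate alone reaching that limit, limit read from the data, passing the limit was not always enough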;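 also: myotubes were challenged with 10 µM simvastatin during compound exposure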
Xi reactivation = X-chromosome reactivation activator; XiGFP mouse fibroblasts, % GFP-positive cells imaging, 3 d; cells co-treated with 5-aza-dC sensitizer; scaled so ellipticine positive control = 100%; activation, % at 7.58 µM; actives 0.055% (n = 360,000); AID 743238;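 active = mean normalized replicate activation at least 10% and every replicate at or above 10%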;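 also: 0% = median of on-plate neutral control wells and 100% = ellipticine 6 µM median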
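Material: XiGFP fibroblasts, SV40-immortalized. Buffer or medium: DMEM plus 5-aza-dC sensitizer. Compound: single concentration per compound, delivered by pin transfer. Times: 3 days compound exposure. Controls: ellipticine 6 µM.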
LGR2 antag = blocks bursicon-induced cAMP signaling via Drosophila LGR2 | HEK293 LGR2, CRE-luciferase, bursicon-stimulated, 4 h | inhibition, % at 9.99 µM | actives 0.35% (n = 380,000) | AID 720647;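 active = drop in luminescence signal, shown as inhibition above about 50% in the replicate tests, limit read from the data, passing the limit was not always enough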;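 also: agonist challenge used bursicon conditioned medium at about half maximal strength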
ERAP1 HTS inh = ERAP1 (human) enzyme inhibition | Q9NZ08 | recombinant ERAP1, Leu-AMC fluorescence, 60 min | inhibition, % at 10.7 µM | actives 0.15% (n = 340,000);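 active = mean replicate inhibition of at least 30%, or all replicates individually reaching that 30% level; inactive = mean below 30% and not every replicate reaching it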;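 also: 0% = neutral control wells and 100% = L-leucinethiol positive control wells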
Target sequence (Q9NZ08 whole entry, looked up): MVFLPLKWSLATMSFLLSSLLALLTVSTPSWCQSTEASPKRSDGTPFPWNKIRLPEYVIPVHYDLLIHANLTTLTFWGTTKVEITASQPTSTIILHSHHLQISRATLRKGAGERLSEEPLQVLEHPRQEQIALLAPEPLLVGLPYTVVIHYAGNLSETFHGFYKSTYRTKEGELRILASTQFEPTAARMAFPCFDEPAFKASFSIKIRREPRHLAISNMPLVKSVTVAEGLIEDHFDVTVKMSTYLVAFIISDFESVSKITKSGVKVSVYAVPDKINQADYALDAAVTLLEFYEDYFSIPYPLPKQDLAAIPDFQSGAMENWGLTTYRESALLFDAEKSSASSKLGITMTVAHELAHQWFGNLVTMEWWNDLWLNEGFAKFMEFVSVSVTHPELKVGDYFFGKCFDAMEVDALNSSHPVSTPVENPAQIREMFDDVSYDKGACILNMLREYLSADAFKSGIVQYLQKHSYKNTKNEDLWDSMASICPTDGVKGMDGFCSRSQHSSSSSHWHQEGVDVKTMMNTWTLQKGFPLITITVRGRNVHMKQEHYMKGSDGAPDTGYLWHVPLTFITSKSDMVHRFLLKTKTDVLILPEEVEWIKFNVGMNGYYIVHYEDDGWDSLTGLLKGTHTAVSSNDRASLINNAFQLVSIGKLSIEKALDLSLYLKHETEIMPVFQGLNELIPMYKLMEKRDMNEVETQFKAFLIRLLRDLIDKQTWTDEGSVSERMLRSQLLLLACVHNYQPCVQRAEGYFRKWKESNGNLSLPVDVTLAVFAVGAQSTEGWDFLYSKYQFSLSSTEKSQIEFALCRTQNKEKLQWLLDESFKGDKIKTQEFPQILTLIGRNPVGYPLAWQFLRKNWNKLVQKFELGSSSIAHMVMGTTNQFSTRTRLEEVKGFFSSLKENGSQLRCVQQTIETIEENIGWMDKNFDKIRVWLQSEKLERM
* = called active by the depositor; nt = no result given.

compound	S100A4 MyoIIA	Xi reactivation	ERAP1 HTS inh	Cneo AK release	Statin myotox sup	LGR2 antag	SIRT5 block	PGC1a acetyl inh
CCOC(=O)C(=O)Nc1ccc(S(=O)(=O)Nc2ncccn2)cc1	nt	nt	nt	0.2	-13.7	-0.9	nt	3.0
CCC1CCc2sc(C(=O)NC3CCN(Cc4ccccc4)CC3)cc2C1 (configuration not stated)	7.4	0.1	1.0	-2.2	-11.0	10.0	0.4	-5.0
CN1C[C@@H]2[C@H](c3ccccc31)[C@@H](CO)N2Cc1ccccc1F	5.9	0.0	0.5	-2.4	24.0	9.2	4.9	1.9
COc1ccc(C2C(C(C)=O)=C(O)C(=O)N2CCc2c[nH]c3ccccc23)cc1 (configuration not stated)	5.6	0.0	-5.2	nt	nt	2.7	2.3	-2.1
CCOc1ccc(N(C(=O)CNS(=O)(=O)c2ccccc2)C(CC)C(=O)NCc2ccco2)cc1 (configuration not stated)	-0.5	-0.1	-4.0	nt	nt	-5.9	-0.9	nt
COc1cccc(-c2ccc3c(c2)[C@@H]2[C@@H](CCN2C(=O)NC2CCCC2)[C@@H](CO)N3C)c1	3.8	0.0	1.3	51.0	4.7	-16.2	2.4	-11.6
CO[C@H]1CN(C)C(=O)c2cc(NS(=O)(=O)c3c(C)noc3C)ccc2OC[C@@H](C)NC[C@@H]1C	5.1	0.2	-1.5	-1.5	-17.3	-5.6	13.4	1.3
COc1ccc(N(CC(=O)NCc2ccco2)S(=O)(=O)c2ccc(C)cc2)cc1OC	-3.8	0.0	-2.3	5.8	-4.3	12.8	-2.3	nt
COc1ccc(OC)c(NC(=O)C2(C)CCN2Cc2ccsc2)c1 (configuration not stated)	-2.4	0.0	-0.4	-0.4	12.5	-2.7	-5.1	nt
CC(C)CCN1C(Nc2ccccc2)=NC[C@@H]1CC(C)C	2.2	0.2	-0.1	-1.2	0.1	-8.7	7.8	nt
Nc1cc(-c2cccc([N+](=O)[O-])c2)[nH]n1	0.6	0.3	2.1	nt	nt	22.6	3.1	nt
Cn1cc(Cl)c(C(=O)NC2CCCC2)n1	-6.1	0.0	1.4	-0.5	7.2	-6.4	0.3	nt
Cc1cccc(N2CCN(C(=O)C3CCN(S(=O)(=O)N4CCOCC4)CC3)CC2)c1C	-1.9	0.0	-1.8	nt	nt	-11.5	-4.9	nt
COc1ccc(C(=O)NC2(C(F)(F)F)N=C3SCCN3C2=O)cc1 (configuration not stated)	-2.3	nt	-2.4	-0.9	1.3	0.0	-4.6	nt
CCOP(=O)(OCC)/C(=N/OC(=O)c1ccccc1C)C(N)=O	nt	0.1	nt	0.5	6.7	6.9	nt	6.1
O=C(NC1CCCCC1)c1cccc(OCc2ccccc2)c1	-0.9	0.0	-4.2	-1.0	-8.1	10.6	0.1	6.5
CC(C)c1ccc(NC(=O)CNC(=O)Cn2ccc3ccccc3c2=O)cc1	-4.8	0.4	-0.2	-0.1	-3.2	-9.1	-2.0	nt
CCOC(=O)Nc1ccc2c(c1)C(=NO)c1ccccc1-2	-2.8	0.7	-4.0	nt	nt	-21.2	3.2	nt
COc1ccc(C)cc1NC(=O)CCCNC(=O)Cn1cnc2sc(C)c(C)c2c1=O	-4.1	0.0	3.0	-0.2	40.1	-4.4	0.3	-6.9
CN1C(=O)c2cc(NC(=O)Cc3ccccc3)ccc2OC[C@H]2O[C@@H](CC(=O)NC3CCC3)CC[C@@H]21	0.6	0.2	1.6	-3.1	7.0	10.2	-4.3	-5.2
CNC(=O)C[C@H]1CC[C@H]2[C@@H](COC[C@H](O)CN2C(=O)Nc2ccc(Cl)c(Cl)c2)O1	-23.6	0.2	-0.3	-0.1	6.3	-0.6	0.1	1.7
COc1cccc(-c2cnc3c(c2)C(=O)N([C@H](C)CO)C[C@H](C)[C@@H](CN(C)Cc2ccc(C(=O)O)cc2)O3)c1	-47.5	-0.6	0.1	1.1	-10.1	0.5	-2.7	2.1
N#Cc1ccc(/C=N/NC(=O)c2cc(-c3cccs3)nc3ccccc23)cc1	nt	0.0	nt	1.3	nt	-28.6	nt	-12.5
CCOC(=O)C1=C(COC(=O)CSc2ccc(Br)cc2)NC(=O)NC1C (configuration not stated)	-3.1	0.1	5.0	nt	nt	3.1	-4.3	nt
COc1cc(SC)ccc1C(=O)N(Cc1ccccc1)c1ccccn1	1.0	-0.1	-2.1	-4.1	nt	4.7	1.2	-7.4
COc1cccc(CNC(=O)c2nnn(CC(=O)Nc3c(C)cccc3C)c2N)c1	13.3	0.0	-1.2	1.0	16.1	8.3	-4.0	-0.3
CCC1=C([N+](=O)[O-])C(c2ccc3c(c2)OCO3)NC(=O)N1 (configuration not stated)	-0.3	-0.1	1.3	-3.9	5.6	-1.8	-0.6	-13.1
Cc1ccc(CN2CCC(C(=O)Nc3cccc(-c4cccc(F)c4)c3)CC2)o1	-1.9	0.0	3.1	11.7	1.8	12.5	-1.9	-5.2
COc1ccc(C(=O)NCc2nc(C)c(C)s2)cc1OC1CCN(C(C)C)CC1	3.1	0.0	0.3	-1.7	-3.1	-3.5	15.3*	0.5
Cc1ccccc1OCC(=O)N(Cc1ccco1)c1c(N)n(Cc2ccccc2)c(=O)[nH]c1=O	-13.7	0.2	-0.3	-0.7	-2.8	14.6	-3.4	-4.3

Ordered by heavy-atom count (smallest number first): four of the compounds above
compound	S100A4 MyoIIA	Xi reactivation	ERAP1 HTS inh	Cneo AK release	Statin myotox sup	LGR2 antag	SIRT5 block	PGC1a acetyl inh
O=C(NC1CCCCC1)c1cccc(OCc2ccccc2)c1	-0.9	0.0	-4.2	-1.0	-8.1	10.6	0.1	6.5
COc1ccc(OC)c(NC(=O)C2(C)CCN2Cc2ccsc2)c1 (configuration not stated)	-2.4	0.0	-0.4	-0.4	12.5	-2.7	-5.1	nt
CCC1CCc2sc(C(=O)NC3CCN(Cc4ccccc4)CC3)cc2C1 (configuration not stated)	7.4	0.1	1.0	-2.2	-11.0	10.0	0.4	-5.0
COc1cccc(-c2ccc3c(c2)[C@@H]2[C@@H](CCN2C(=O)NC2CCCC2)[C@@H](CO)N3C)c1	3.8	0.0	1.3	51.0	4.7	-16.2	2.4	-11.6

(more compounds)
compound	S100A4 MyoIIA	Xi reactivation	ERAP1 HTS inh	Cneo AK release	Statin myotox sup	LGR2 antag	SIRT5 block	PGC1a acetyl inh
Cc1ccc(S(=O)(=O)CCC(=O)OCC(=O)Nc2cc(S(=O)(=O)N3CCOCC3)ccc2Cl)cc1	6.1	0.3	3.3	-0.8	5.0	-10.5	-1.0	1.6
CC(C)C#Cc1ccc2c(c1)O[C@@H](CN(C)Cc1cccnc1)[C@@H](C)CN([C@H](C)CO)S2(=O)=O	-47.2	-0.3	3.3	-1.3	55.0	28.1	5.0	-9.1
COc1ccc(S(=O)(=O)N(C)C[C@@H]2Oc3ccc(NC(=O)Nc4ccc(F)cc4)cc3CC(=O)N([C@@H](C)CO)C[C@@H]2C)cc1	nt	0.0	nt	2.1	-44.9	-4.7	nt	-2.5
COc1ccc(CNS(=O)(=O)c2csc(C(N)=O)c2)cc1OC	-1.0	-0.1	3.4	1.1	-9.1	16.4	-1.8	-7.6
COc1ccc(Cl)cc1S(=O)(=O)NCc1cccnc1	nt	nt	nt	0.3	1.7	-10.5	nt	-8.6
O=C(Nc1nnc(S(=O)(=O)N2CCOCC2)s1)c1ccccc1	1.0	0.2	4.5	0.7	-1.1	nt	11.1	-18.7
CCOc1cccc(C(=O)NC(=S)Nc2ccc3c(c2)OCCO3)c1	3.5	0.0	-1.7	-1.0	-27.5	-73.2	1.9	nt
COCC(=O)Nc1ccc2c(c1)[C@H]1C[C@@H](CC(=O)NCc3ccc(OC)cc3)O[C@@H](CO)[C@H]1O2	-3.0	0.4	-0.2	0.0	0.4	8.4	1.2	6.9
CC(C)C[C@H](NC(=O)C1CC(=O)N(c2ccc3c(c2)OCCO3)C1)C(=O)NC1CCCC1 (some centres not stated)	-3.2	0.2	-0.8	-0.1	12.7	2.5	-1.8	-4.5
O=C(COC(=O)c1ccccc1F)Nc1cc(S(=O)(=O)N2CCOCC2)ccc1N1CCCC1	-4.3	0.0	-2.7	nt	nt	-4.5	nt	10.6
NC(=O)CSc1nnc(-c2ccc(S(=O)(=O)N3CCCCC3)cc2)n1-c1ccccc1	2.0	nt	-2.6	-0.2	2.6	4.4	-8.1	nt
O=C(O)CSc1nnc(COc2ccccc2)n1-c1ccccc1	-11.2	0.0	1.2	-1.8	3.1	-19.1	-4.8	10.6
CO[C@H](CN(C)C(=O)c1cc(Cl)cc(Cl)c1)[C@H](C)CN(C(=O)Nc1ccc(F)cc1)[C@@H](C)CO	0.5	0.1	-0.6	45.8	2.2	-15.2	0.1	6.7
CCN(CC)CCNc1ccc(C)c2sc3ccc(O)cc3c(=O)c12	-7.8	0.7	14.5	nt	nt	7.8	nt	-89.3
COc1cc(C(=O)NCC2CCCN2S(=O)(=O)c2cccs2)cc(OC)c1OC (configuration not stated)	0.2	0.0	-0.3	nt	nt	-22.4	3.8	nt
O=C(Nc1ccc(N2CCOCC2)cc1N1CCOCC1)c1ccccc1	-4.0	-0.1	1.5	-0.1	-0.5	13.4	-2.0	nt
O=S1OC(c2ccccc2)c2cc(Cl)ccc21 (configuration not stated)	-3.9	0.1	1.1	-1.6	nt	8.9	-0.6	8.7
CC1(C)Cc2c(cnn2-c2ccccc2)C(NC(=O)CCN2CCCCO2)C1 (configuration not stated)	1.3	0.1	0.6	-2.1	-13.0	3.8	-1.4	36.7
CN(c1ccccc1)S(=O)(=O)c1cc(Cl)ccc1Cl	-7.3	0.1	-2.2	-4.9	nt	nt	2.9	nt
CCOC(=O)c1c(C)[nH]c(NC(=O)NNC(=O)c2ccccc2Cl)c1C	5.1	0.0	-0.8	2.3	-8.3	0.3	-2.2	-11.2
Cc1noc(C)c1NC(=O)N(C)C[C@@H]1Oc2ccc(NC(=O)C3CC3)cc2C(=O)N([C@@H](C)CO)C[C@H]1C	-9.0	-1.1	-2.1	7.6	-4.2	8.2	0.0	0.6
Cc1noc(C)c1NC(=O)N(C)C[C@@H]1Oc2ccc(NS(=O)(=O)c3ccccc3)cc2C(=O)N([C@@H](C)CO)C[C@@H]1C	7.0	-0.8	1.3	7.3	2.8	9.1	-2.1	7.0
Cc1nc(C)c(-c2ccc(SCC(=O)Nc3cccc(Cl)c3)nn2)s1	3.2	-0.1	-2.1	0.2	-4.1	-38.8	-1.7	3.4
C[C@@H]1CN(c2ccc(N3CCNC[C@@H]3C)cc2C#N)CCN1Cc1ccccc1	2.0	0.1	-4.5	nt	nt	6.5	nt	nt
COc1ccc(S(=O)(=O)N(C)C[C@H]2Oc3ccc(NS(=O)(=O)c4cn(C)cn4)cc3CC(=O)N([C@@H](C)CO)C[C@@H]2C)cc1	-14.1	-1.0	-1.2	-0.3	-0.1	15.0	-9.9	2.6
Cc1ccc(CSC2=Nc3ccccc3C3=NC(=O)CN23)cc1	3.7	-0.6	1.0	nt	nt	-163.0	-2.1	6.8
Cc1ccc(S(=O)(=O)N(C)C[C@H]2Oc3c(NC(=O)Nc4ccccc4)cccc3C(=O)N([C@@H](C)CO)C[C@H]2C)cc1	2.5	-0.2	0.3	-4.5	122.7*	7.7	nt	5.5

Screening results from PubChem.

An excerpt; the hit share may differ from the screen's.
